PAFAH2 inh – inhibitors of human PAFAH2; 340,000 compounds, 0.99% hits; recombinant PAFAH2, FP-rhodamine activity probe, fluorescence polarization; inhibition, % at 3.39 µM;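 active means inhibition above the mean over all tested compounds plus 3 SD, cut at about 30% in these data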;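 further: inhibitors block probe labeling of enzyme so polarization drops; 0% = enzyme with DMSO and 100% = wells lacking PAFAH2 protein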
PREPL inh – inhibitors of human prolyl oligopeptidase-like enzyme PREPL | 320,000 compounds, 0.68% hits | recombinant PREPL, fluorescence polarization activity-based probe | Q4J6C6 | inhibition, % at 5.96 µM | AID 2751; in the data active means inhibition above about 43%;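 further: 0% = enzyme with DMSO and 100% = wells lacking enzyme; many of its hits are not listed in these tables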
GSTO1 inh – GSTO1 inhibition, counter-screen for RBBP9 inhibitors; recombinant GSTO1, activity-based probe fluorescence polarization; inhibition, % at 5.96 µM; 300,000 compounds, 1.1% hits;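 active means inhibition above the campaign mean inhibition plus 3 SD, cut at about 35% in these data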;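 further: 0% = GSTO1-1 with DMSO and 100% = wells lacking GSTO1-1 enzyme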
PAFAH1B3 FP inh – blocks human PAF acetylhydrolase 1B catalytic subunit 3; Q15102; recombinant PAFAH1B3, FP-rhodamine probe, fluorescence polarization; inhibition, % at 3.39 µM; 340,000 compounds, 0.28% hits; AID 492972;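 active means inhibition above the screen-wide average of all tested compounds plus 3 SD, cut at about 25% in these data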;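 further: 0% = enzyme with DMSO only and 100% = wells lacking PAFAH1B3 protein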
Target sequence (Q15102 whole entry, looked up): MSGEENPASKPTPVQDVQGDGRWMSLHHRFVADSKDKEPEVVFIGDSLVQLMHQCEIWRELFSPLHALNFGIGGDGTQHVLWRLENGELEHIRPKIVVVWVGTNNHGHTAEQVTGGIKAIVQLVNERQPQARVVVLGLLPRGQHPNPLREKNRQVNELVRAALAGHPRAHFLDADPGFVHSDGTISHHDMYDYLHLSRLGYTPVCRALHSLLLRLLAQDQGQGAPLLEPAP
LYPLA2 counter – LYPLA2 (human) inhibition in PME1 counter-screen; O95372; recombinant LYPLA2, FP-Rh probe fluorescence polarization; inhibition, % at 5.9 µM; 320,000 compounds, 0.38% hits; AID 2177;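 active means inhibition above the screen-wide mean plus 3 SD, limit set per campaign, cut at about 26% in these data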;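 further: 0% = LYPLA2 with DMSO and 100% = wells lacking LYPLA2 enzyme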
pPAFAH inh – inhibitors of human plasma PAF acetylhydrolase (pPAFAH). Q13093. recombinant pPAFAH, FP-rhodamine probe fluorescence polarization. inhibition, % at 3.39 µM. AID 463082. 330,000 compounds, 1.5% hits;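 active means inhibition above the mean inhibition across the screen plus 3 SD, cut at about 25% in these data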;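 further: inhibitors block binding of the rhodamine activity-based probe so polarization drops; 0% = enzyme with DMSO and 100% = wells lacking pPAFAH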
Target sequence (Q13093 whole entry, looked up): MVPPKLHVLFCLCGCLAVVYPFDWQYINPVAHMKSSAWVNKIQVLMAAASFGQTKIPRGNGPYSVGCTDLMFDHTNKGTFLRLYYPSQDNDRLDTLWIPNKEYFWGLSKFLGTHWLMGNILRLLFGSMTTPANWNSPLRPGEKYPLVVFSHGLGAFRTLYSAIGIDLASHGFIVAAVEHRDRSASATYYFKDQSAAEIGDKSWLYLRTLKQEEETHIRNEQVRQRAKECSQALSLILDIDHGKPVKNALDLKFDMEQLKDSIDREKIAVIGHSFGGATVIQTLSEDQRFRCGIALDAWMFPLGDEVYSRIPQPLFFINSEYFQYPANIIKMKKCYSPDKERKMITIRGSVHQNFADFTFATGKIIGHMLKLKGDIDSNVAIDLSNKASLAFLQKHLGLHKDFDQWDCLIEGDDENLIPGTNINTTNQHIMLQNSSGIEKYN
LYPLA1 inh – LYPLA1 (human) inhibition in PME1 counter-screen; AID 2174; recombinant LYPLA1, FP-Rh probe fluorescence polarization; O75608; inhibition, % at 5.9 µM; 320,000 compounds, 0.16% hits;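 active means inhibition above the mean of all tested compounds plus 3 SD, set per campaign, cut at about 14% in these data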;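 further: inhibitors block serine hydrolase probe labeling of LYPLA1 so polarization falls; 0% = enzyme with DMSO and 100% = wells lacking LYPLA1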
Target sequence (O75608 whole entry, looked up): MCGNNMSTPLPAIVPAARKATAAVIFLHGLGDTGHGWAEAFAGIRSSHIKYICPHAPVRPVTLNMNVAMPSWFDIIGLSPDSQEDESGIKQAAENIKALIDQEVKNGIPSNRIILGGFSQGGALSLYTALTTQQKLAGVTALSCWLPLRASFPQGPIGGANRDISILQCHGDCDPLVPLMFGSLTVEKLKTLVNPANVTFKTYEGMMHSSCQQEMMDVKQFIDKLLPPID
PAFAH1B2 inh – blocks human PAF acetylhydrolase 1b catalytic subunit 2 | P68402 | recombinant PAFAH1B2, FP-rhodamine activity probe, fluorescence polarization | inhibition, % at 3.39 µM | 340,000 compounds, 1.2% hits | AID 492953;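 active means inhibition above the mean of all tested compounds plus 3 SD, cut at about 24% in these data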;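 further: 0% = enzyme with DMSO and 100% = wells lacking PAFAH1B2; many of its hits are not listed in these tables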
PAD4 FP inh – inhibitors of human PAD4; AID 485272; recombinant PAD4, RCA probe fluorescence polarization; 330,000 compounds, 0.41% hits; inhibition, % at 6.36 µM;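 active means percent inhibition above a cutoff equal to the mean of all tested compounds plus 3 SD, cut at about 15% in these data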;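 further: 0% = PAD4 with RCA probe and DMSO and 100% = probe without PAD4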
Starred values were filed as active, the others as inactive; . = not tested or not shown; & = joins results of further samples. An excerpt; rates above refer to the full screens.

SMILES | PAFAH2 inh | PREPL inh | GSTO1 inh | PAFAH1B3 FP inh | LYPLA2 counter | pPAFAH inh | LYPLA1 inh | PAFAH1B2 inh | PAD4 FP inh
Cc1ccc(C)c(NC(=S)NCCc2ccc(S(N)(=O)=O)cc2)c1 | 3 | -5 | -9 | 7 | 2 | 2 | 1 | 1 | -4
CC(C)=NNc1nc2sc3c(c2c(=O)[nH]1)CC(C)(C)OC3 | 2 | 4 | 2 | -2 | 6 | 5 | 0 | 1 | -4
COc1cc(OC)c(OC)cc1CN(C)CCc1ccccn1 | 0 | -12 | -2 | 5 | 6 | 6 | 5 | 4 | -2
CCc1cccc(NC(=O)Nc2ccc3c(c2)OCO3)c1 | -4 | 10 | 15 | 0 | 0 | 12 | 5 | 2 | -3
CCOc1ccc(CCNC(=O)COC(=O)c2ccccc2O)cc1OCC | 2 | -3 | 5 | 1 | 4 | 1 | -1 | -7 | 2
COc1ccc(N(CC(=O)N2CCc3ccccc32)S(=O)(=O)c2c(C)nn(C)c2C)cc1 | -1 | 2 | 0 | 6 | 1 | 0 | -1 | 1 | -2
COc1ccc(NC(=S)NCc2ccco2)cc1 | 1 | -9 | 2 | 4 | -7 | 0 | 2 | 2 | -3
COc1ccc(/C=C/CN2CCN(Cc3ccc(C)cc3)C(CCO)C2)cc1 (centres undefined) | 0 | 12 | -8 | -3 | 7 | 2 | 6 | 5 | 0
O=C(Cc1ccc(Cl)cc1)Nc1ccncc1 | 1 | 0 | 6 | -3 | -13 | 2 | 1 | 6 | 0
CCNC(=O)CC1C(=O)N(c2ccc(F)cc2)C(=O)N1CCc1ccc(OC)cc1 (centres undefined) | 0 | 2 | 1 | 5 | 5 | -2 | 2 | 0 | -2
CCN(CC(=O)NCc1ccc(F)cc1)CC(=O)Nc1ccccc1-c1ccccc1 | -1 | -8 | 1 | 10 | 4 | -2 | -1 | -3 | -2
C/C(=N\NC(=O)Cc1cccc2ccccc12)c1ccncc1 | -11 | -2 | 3 | 5 | 5 | 4 | -3 | -1 | 1
CCOC(=O)c1nnn2c1nc(N1CCCCC1)c1ccccc12 | 4 | 22 | 0 | 9 | 6 | -5 | 4 | 4 | 2
Cc1cc(C)nc(SCc2nnc(SCC(=O)Nc3ccccc3C)n2Cc2ccco2)n1 | -5 | -6 | 4 | 6 | 6 | 5 | 2 | 0 | 1
O=C1N/C(=N\c2ccccn2)SC1Cc1ccc(Cl)cc1 (centres undefined) | -3 | 0 | 3 | 4 | -1 | -1 | 1 | 6 | -5
COc1ccccc1CNC(=O)C(=O)NCC1OCCN1C(=O)c1cccs1 (centres undefined) | 0 | 11 | -3 | 4 | -4 | 0 | 0 | -1 | -11
COc1ccccc1OCCC(=O)Nc1cccc(S(=O)(=O)N2CCOCC2)c1 | 6 | 2 | . | 9 | -3 | 0 | -2 | -2 | -3
COc1ccc(/C(O)=C2/C(=O)C(=O)N(CCN(C)C)C2c2cccnc2)cc1C (centres undefined) | -1 | -2 | 0 | -1 | 5 | 1 | -2 | 0 | -5
CC(C)(C)[C@@H]1C=C(C(=O)O)O[C@H](OCCCCO)C1 | 4 | 8 | 5 | 16 | 3 | 7 | 3 | 2 | 0
Cn1c(=O)c2c(nc(NCc3ccccc3)n2CC(N)=O)n(C)c1=O | -5 | -11 | 9 | -2 | 5 | 0 | 0 | -2 | -4
O=C(CCc1nnc(-c2ccccc2)o1)NCc1cc(F)ccc1F | 8 | -8 | 14 | 4 | -14 | -5 | -4 | -3 | -10
CCCOC(=O)c1ccc(O)c(OC)c1 | -4 | -3 | -1 | -4 | -3 | 0 | 0 | 2 | -2
CCc1c(C)nc2cc(-c3cccc(Br)c3)[nH]n2c1=O | -3 | 16 | -12 | -6 | -4 | -4 | -4 | 1 | -9
Cn1c(-c2ccccc2)cnc1NCc1ccc(-c2ccccc2)cc1 | -5 | 10 | 6 | 7 | 7 | 5 | -1 | 2 | -1
CCC1SC2=NCCN2C1(O)c1ccc(Cl)cc1 (centres undefined) | -3 | 9 | -2 | 11 | 8 | 9 | 4 | 4 | -5

Quoted from the listing.
CCc1c(C)nc2cc(-c3cccc(Br)c3)[nH]n2c1=O in PAFAH2 inh is listed with -3
CCNC(=O)CC1C(=O)N(c2ccc(F)cc2)C(=O)N1CCc1ccc(OC)cc1 (centres undefined) in pPAFAH inh is listed with -2

Whole records from above. Order of screens: PAFAH2 inh, PREPL inh, GSTO1 inh, PAFAH1B3 FP inh, LYPLA2 counter, pPAFAH inh, LYPLA1 inh, PAFAH1B2 inh, PAD4 FP inh
COc1ccccc1OCCC(=O)Nc1cccc(S(=O)(=O)N2CCOCC2)c1 in the list: 6, 2, ., 9, -3, 0, -2, -2, -3
COc1ccc(N(CC(=O)N2CCc3ccccc32)S(=O)(=O)c2c(C)nn(C)c2C)cc1 in the list: -1, 2, 0, 6, 1, 0, -1, 1, -2
CC(C)(C)[C@@H]1C=C(C(=O)O)O[C@H](OCCCCO)C1 in the list: 4, 8, 5, 16, 3, 7, 3, 2, 0
Cc1cc(C)nc(SCc2nnc(SCC(=O)Nc3ccccc3C)n2Cc2ccco2)n1 in the list: -5, -6, 4, 6, 6, 5, 2, 0, 1

Other structures follow.
SMILES | PAFAH2 inh | PREPL inh | GSTO1 inh | PAFAH1B3 FP inh | LYPLA2 counter | pPAFAH inh | LYPLA1 inh | PAFAH1B2 inh | PAD4 FP inh
COc1cc(C(=O)NCCCNC(=O)c2cc(OC)c(OC)c(OC)c2)cc(OC)c1OC | . | 2 | 4 | . | 0 | -3 | -2 | . | -3
c1ccc(CSc2nc3ncncc3[nH]2)cc1 | -4 | 2 | 1 | -1 | -4 | -6 | 1 | 6 | -5
COc1ccc(CCNc2ncnc3c2[nH]c2cc(OC)c(OC)cc23)cc1OC | 12 | 23 | -9 | 15 | -5 | 28* | -11 | 12 | -1
O=C(Cc1ccc(-n2c(=O)c3sccc3n(CC(=O)Nc3ccccc3)c2=O)cc1)NCc1ccco1 | -9 | -4 | -5 | 1 | 8 | 3 | -3 | -1 | -5
CCCCOC(=O)C1=C(C)Nc2ncnn2C1c1cccc(OC)c1OC (centres undefined) | -3 | 4 | -6 | 4 | 3 | 0 | -2 | 1 | -1
Cc1cccc(-c2nc(CS(=O)CC(=O)N3CCN(C)CC3)c(C)o2)c1 (centres undefined) | -4 | 3 | -2 | 8 | -1 | -1 | 0 | 2 | 4
CCOC(=O)/C=C/C(=O)Nc1nccs1 | -2 | 12 | 2 | 1 | 7 | -4 | 4 | 2 | -8
NS(=O)(=O)c1ccc(NC(=S)NCc2ccccc2)cc1 | -9 | 3 | 1 | 3 | -6 | 5 | -3 | 0 | 0
Cn1c(N)c(S(=O)(=O)NCc2ccc(Cl)cc2)c(=O)n(C)c1=O | -1 | 4 | 4 | 7 | 2 | -3 | -5 | 17 | 6
Cc1cccc(NC(=O)NC(C)C(c2cccs2)N2CCOCC2)c1 (centres undefined) | 6 | -2 | 6 | -3 | 6 | 5 | 3 | 9 | -3
O=[N+]([O-])c1cc(S(=O)(=O)C(F)(F)F)ccc1Sc1nc2ccccc2s1 | -19 | 0 | -6 | -19 | 3 | 1 | -2 | -1 | 6
Cc1cccc(N2CCN(Cc3c(C)n(C)n(-c4ccccc4)c3=O)CC2)c1C | -1 | 11 | 9 | 5 | 6 | 3 | 6 | 3 | 1
Cn1ccnc1SCC(=O)n1c2c(c3ccccc31)CCCC2 | 3 | 2 | -1 | 1 | 2 | 8 | 0 | 1 | -1
Cc1nc2ccc3[nH]snc3c2n1 | -6 | 6 | 7 | 1 | 0 | 4 | 1 | 4 | -5
Cc1ccc(NC(=O)/C(=C/c2cccs2)NC(=O)c2ccco2)cc1 | -5 | -2 | 2 | -1 | -4 | -3 | 0 | -1 | -3
O=C(O)Cn1cc(CN2CCOCC2)c2ccccc21 | 3 | -8 | -2 | 7 | -1 | 3 | 6 | 1 | 1
CC(CCc1ccccc1)NC(=O)CCC(=O)N1CCC(C(=O)O)CC1 (centres undefined) | 2 | -3 | -2 | 5 | -6 | -4 | -2 | 1 | -6
COc1ccc(-n2nnnc2CNC(=O)c2ccc3c(c2)OCO3)cc1 | -3 | -8 | 8 | 1 | -2 | -6 | -2 | -1 | -15
CCOc1ccc2nc(SCc3cccc(C)c3)nc(C)c2c1 | -22 | 1 | 2 | 0 | 6 | 1 | 0 | 1 | -3
O=C1N=C(N2CCOCC2)S/C1=C/c1cccs1 | 8 | 3 | 4 | -4 | 2 | 0 | 0 | 5 | -5
CC(=O)c1ccc(OCC(O)CN2CCN(Cc3ccc4c(c3)OCO4)CC2)cc1 (centres undefined) | 7&-3 | -4&-5 | -3&3 | -4&8 | 7&-1 | 5&3 | -2&-4 | 1&7 | 0&-2
COc1ccc(C2CC(=O)c3cnc(NC(=O)c4cc(OC)cc(OC)c4)nc3C2)cc1 (centres undefined) | -4 | -4 | -2 | 2 | 2 | -2 | -4 | 2 | 1
Cc1ccc(S(=O)(=O)N2CCOCC2)cc1NC(=O)COC(=O)c1ccc(Br)cc1 | 42* | 31 | . | 8 | . | 16 | . | -2 | 3
CC(C)CCN1CCN(Cc2cc(F)ccc2-n2cccn2)CC1CCO (centres undefined) | -5 | -1 | 4 | -9 | 9 | 2 | 5 | -8 | -2
CC(=O)C1=C(O)C(=O)N(c2ccc(F)cc2)C1c1ccc(C)cc1 (centres undefined) | -5 | -3 | -1 | 3 | -4 | 5 | 0 | 11 | -5
Cc1cc(-c2ccc(S(=O)(=O)N3CCN(c4ccccc4F)CC3)s2)on1 | 3 | -65 | -1 | 8 | 17 | 1 | 1 | 0 | 2
COc1ccc(N(C(=O)c2ccc(S(=O)(=O)N3CCOCC3)cc2)C2C=CS(=O)(=O)C2)cc1 (centres undefined) | 2 | 15 | -3 | 8 | 0 | -15 | 0 | -1 | -4
Cc1cccn2c(=O)c(/C=C(\C#N)C(=O)NC3CCS(=O)(=O)C3)c(Oc3ccc(F)cc3)nc12 (centres undefined) | 2 | -1 | 12 | -2 | -4 | 5 | -1 | 4 | -1
Cc1cc(Cl)cc(Cl)c1OCCOc1cccc2cccnc12 | 8 | -35 | -8 | 9 | -7 | 1 | -4 | -2 | -3
CN(C)c1cnn(-c2ccccc2)c(=O)c1Cl | -2 | -9 | 0 | 0 | 6 | 4 | -3 | -2 | 3

Part of the list above in a different format.
CC(C)CCN1CCN(Cc2cc(F)ccc2-n2cccn2)CC1CCO (centres undefined)
- PAFAH2 inh = -5
- PREPL inh = -1
- GSTO1 inh = 4
- PAFAH1B3 FP inh = -9
- LYPLA2 counter = 9
- pPAFAH inh = 2
- LYPLA1 inh = 5
- PAFAH1B2 inh = -8
- PAD4 FP inh = -2
CC(=O)C1=C(O)C(=O)N(c2ccc(F)cc2)C1c1ccc(C)cc1 (centres undefined)
- PAFAH2 inh = -5
- PREPL inh = -3
- GSTO1 inh = -1
- PAFAH1B3 FP inh = 3
- LYPLA2 counter = -4
- pPAFAH inh = 5
- LYPLA1 inh = 0
- PAFAH1B2 inh = 11
- PAD4 FP inh = -5
Cc1cc(-c2ccc(S(=O)(=O)N3CCN(c4ccccc4F)CC3)s2)on1
- PAFAH2 inh = 3
- PREPL inh = -65
- GSTO1 inh = -1
- PAFAH1B3 FP inh = 8
- LYPLA2 counter = 17
- pPAFAH inh = 1
- LYPLA1 inh = 1
- PAFAH1B2 inh = 0
- PAD4 FP inh = 2

Source: PubChem
